HTT cytoprotect = qHTS Multiplex Assay to Identify Dual Action Probes in a Cell Model of Huntington: Cytoprotection (ATP); PC12 HTT-Q103 induced, cytoprotection, ATP luminescence, 40 h; Potency, µM (series often up to 56.4 µM), for inactives: cytoprotection (ATP increase), usual class: activators; 0.14% of 230,000 active;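 also: potency is read from the fitted curve at half-maximal effect; % of control where 0% means no effect; nearly all actives have a fitted effect of over 45% in size; toxic huntingtin expression switched on by the ecdysone agonist tebufenozide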
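PC12 cells with ecdysone-inducible HTT exon 1 Q103-GFP, induced with 100 nM tebufenozide and co-treated with library compounds in a dose series (1536-well, 1500 cells/well). Cytoprotection read as ATP content by ATPlite luminescence.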
GAA glycogen mod = qHTS Assay for Inhibitors and Activators of Human alpha-Glucosidase Cleavage of Glycogen; Potency, µM (top dose mostly 76.4 µM), for inactives: at the highest dose activity change, negative = inhibition, actives largely listed as inhibitors; Lysosomal alpha-glucosidase (Homo sapiens), P10253; recombinant GAA, glycogen substrate, Amplex Red glucose oxidase fluorescence; 0.38% of 300,000 active;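 also: potency is read from the fitted curve at half-maximal effect; 0% = full enzyme reaction and -100% = no-enzyme basal signal; the screen sought inhibitors and activators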
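Natural-substrate format: glycogen cleavage by 4 nM human enzyme, glucose read by Amplex Red coupling (Ex 573, Em 610 nm). Normalized to enzyme and no-enzyme controls.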
HTT aggregate = qHTS Multiplex Assay to Identify Dual Action Probes in a Cell Model of Huntington: Aggregate Formation (GFP). PC12 HttQ103-GFP aggregates, Acumen cytometry, 40 h. Potency, µM (highest dose often 46.1 µM), without a hit: at the highest dose activity change, negative = inhibition, usual class: inhibitors. 1.1% of 220,000 active. AID 1688, 2009; also: potency is read from the fitted curve at half-maximal effect; % is scaled to controls: 0 for no effect and ±100 for the full control effect; nearly all actives have a fitted effect of over 60% in size
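PC12 cells stably carrying ecdysone-inducible HTT exon 1 Q103–GFP were induced with tebufenozide (100 nM final) and treated with library compounds in titration. GFP aggregates in lysates were counted by laser scanning cytometry.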
aGlu spleen mod = qHTS Assay for Inhibitors and Activators of Human alpha-Glucosidase From Spleen Homogenate; AID 2112, 2009; human spleen homogenate, 4-MU-alpha-glucoside fluorescence; Potency, µM (top dose mostly 79.9 µM), for inactives: top-dose activity change, negative = inhibition, most hits filed as inhibitors; 0.006% of 240,000 active; Lysosomal alpha-glucosidase (Homo sapiens), P10253;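 also: potency is read from the fitted curve at half-maximal effect; 0% = enzyme with vehicle and -100% = no enzyme basal signal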
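Enzyme source: human spleen homogenate, 1 ug/well. Buffer 50 mM citric acid/K phosphate pH 5.0, 0.01% Tween-20. 4-MU-alpha-glucoside 1 mM; 37 C x 40 min; NaOH/glycine stop; fluorescence.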
GAA inhib = qHTS Assay for Inhibitors of Human alpha-Glucosidase as a Potential Chaperone Treatment of Pompe Disease | Lysosomal alpha-glucosidase (Homo sapiens), P10253 | purified human GAA, 4-MU-alpha-glucoside fluorescence | Potency, µM (titrated, usually from 76.9 µM), for inactives: top-dose activity change, negative = inhibition, actives largely listed as inhibitors | 0.005% of 200,000 active;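 also: potency is read from the fitted curve at half-maximal effect; plate controls were uninhibited enzyme wells for no effect and no-enzyme background for full effect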
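Human enzyme at 4 nM with 400 uM 4-methylumbelliferyl-alpha-D-pyranoside, citrate/phosphate buffer pH 5.0, 0.005% Tween-20, 20 min at room temperature. Compounds up to 77 uM. 4-MU fluorescence (Ex 365/Em 440) read after NaOH/glycine stop; AC50 from Hill fit.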
LMNA splice mod = qHTS Assay for Modulators of Lamin A Splicing | 0.01% of 200,000 active | Potency, µM (doses to about 46.1 µM), without a hit: top-dose ratio change, negative = inhibition, most hits filed as inhibitors | HeLa LMNA splicing GFP/RFP minigene ratio, 48 h; active = well fitted inhibition curve with a large enough effect in the signal ratio, with a control signal flat, not every such curve was filed as active; inconclusive = small, poorly fitted or top-dose-only effect, or effect the other way, or a change in a side signal; the % refers to the signal ratio; also: potency is read from the fitted curve at half-maximal effect; % is scaled to controls: 0 for no effect and ±100 for the full control effect
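S3 HeLa cells stably expressing lamin A-EGFP splicing minigene plus DsRed2, 600 cells/well, 48 h compound exposure at 37C. Laser-scanning cytometry; analysed as GFP (500-530 nm)/RFP (575-640 nm) total intensity ratio; 0.5% DMSO vehicle.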
CBFb RUNX1 block = qHTS Assay for Compounds Blocking the Interaction Between CBF-beta and RUNX1 for the Treatment of Acute Myeloid Leukemia | Runt-related transcription factor 1 (Homo sapiens) + Core-binding factor subunit beta … | AlphaScreen CBFb-His/RUNX1-biotin binding, biochemical | Potency, µM (series often up to 59.8 µM), inactives show top-dose activity, negative = inhibition, most hits filed as inhibitors | 230,000 tested, under 10 active | AID 1477, 2009; also: % of control where 0% means no effect
Target sequence (Q01196 whole entry, looked up): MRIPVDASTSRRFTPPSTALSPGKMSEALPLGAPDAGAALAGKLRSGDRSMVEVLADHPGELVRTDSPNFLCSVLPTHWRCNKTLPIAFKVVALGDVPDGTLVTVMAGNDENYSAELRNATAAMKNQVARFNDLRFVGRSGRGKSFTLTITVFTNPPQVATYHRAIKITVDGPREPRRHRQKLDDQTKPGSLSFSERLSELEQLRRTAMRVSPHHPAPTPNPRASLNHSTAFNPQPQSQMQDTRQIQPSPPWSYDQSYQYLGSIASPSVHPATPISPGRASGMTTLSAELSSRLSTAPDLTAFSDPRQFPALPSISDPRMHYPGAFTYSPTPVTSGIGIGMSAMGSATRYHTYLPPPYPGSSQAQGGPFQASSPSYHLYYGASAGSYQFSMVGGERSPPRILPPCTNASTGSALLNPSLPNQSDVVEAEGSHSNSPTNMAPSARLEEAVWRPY
Target sequence (Q13951 whole entry, looked up): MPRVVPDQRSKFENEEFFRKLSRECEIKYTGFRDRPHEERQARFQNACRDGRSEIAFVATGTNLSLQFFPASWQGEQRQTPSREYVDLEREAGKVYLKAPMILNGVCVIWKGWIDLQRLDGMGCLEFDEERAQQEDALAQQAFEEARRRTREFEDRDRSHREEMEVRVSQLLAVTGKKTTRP
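His-tagged CBF-beta and biotinylated RUNX1 (30 nM each) were premixed 20 min at room temperature, exposed to compound for 15 min, then given nickel-chelate and streptavidin AlphaScreen beads (50 ng each). After 90 min, AlphaScreen signal was read.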
Active calls of the source: *; ? = inconclusive; nt = no result given; [ ] = remark or other dose. Unless noted, calls follow the shape of the dose curve; as a rule, active = well fitted curve in the direction sought with a large enough effect; inconclusive = small, poorly fitted or top-dose-only effect, or another doubt; inactive = no such curve, though single readings can be large; an effect the other way counts as inactive or inconclusive. No enrichment for hits; about 1.5% have a hit in one of these screens.

SMILES | HTT cytoprotect | GAA glycogen mod | HTT aggregate | aGlu spleen mod | GAA inhib | LMNA splice mod | CBFb RUNX1 block
CSc1ccccc1COC(=O)Nc1ccccc1C | 11%[10 µM] | -2% | -20% | 1% | -1% | 20%[46 µM] | 3%
CC(NC(=O)CN1CCN(c2ncccn2)CC1)c1ccc(F)cc1 (stereo not drawn) | 2% | 5% | -9% | 0% | -2% | -1% | -1%
CCOC(=O)C1CCCN(C(=O)C(C)(C)Oc2ccc(Cl)cc2)C1 (stereo not drawn) | -9%[10 µM] | -7% | -22%[9.22 µM] | -14% | 0% | ? | 13%
O=C(NCC1CCCO1)c1ccc(CNS(=O)(=O)c2ccc(F)c(Cl)c2)cc1 (stereo not drawn) | -21% | -1% | 20% | 7% | 0% | nt | 8%
COc1ccc(/C=C/C(=O)NC(=S)Nc2ccc(S(=O)(=O)Nc3nccnc3OC)cc2)cc1 | 4%[10 µM] | 0% | ? | -3% | -29% | -27% | -11%
CNC(=S)NCCc1c[nH]c2ccc(OC)cc12 | -8% | 1% | 10%[9.22 µM] | 3% | -32% | nt | -6%
CCCc1c(O)nc(SCc2ccccc2)[nH]c1=O | 10%[0.074 µM] | 7% | 1% | 3% | -3% | -3% | 6%
Cc1c(C(=O)N2CCOCC2)sc(NC(=O)Cc2ccccc2)c1C#N | -7%[10 µM] | -4% | -24%[9.22 µM] | 0% | 2% | 23%[46 µM] | 2%
Cc1onc(-c2ccccc2)c1C(=O)n1cccn1 | 1% | -5% | 2% | -10% | -11% | -1% | 3%
COc1ccc2ccccc2c1/C=N/NC(=S)NCCN1CCOCC1 | -13% | ? | -1% | -2% | -6% | nt | -9%
CCOC(=O)CN1NC2(CCCCCCC2)NC1=S | 6%[10 µM] | -15% | 16%[9.22 µM] | 8% | nt | nt | -1%
CC(C)NC(=O)CSc1nccc(-c2cccs2)n1 | -9%[10 µM] | 6% | -3%[9.22 µM] | -2% | -1% | 22%[46 µM] | -2%
CCOC(=O)N1CCC(NC(=O)c2cccnc2SC)CC1 | 3% | 3% | -11% | -2% | -5% | -3% | 4%
COc1ccc(OC)cc1 | 11% | nt | nt | -12% | nt | nt | 12%[21.7 µM]
CCOC(=O)Cn1nc(C)c(NC(=O)COc2ccc(F)cc2F)c1C | -1% | 2% | 17% | 0% | 3% | ? | 9%
Cc1ccc(-n2[nH]c(C)c(/C=N/n3c(C)nc4ccccc4c3=O)c2=O)cc1 | 4%[0.074 µM] | -2% | ? | -3% | 0% | ? | 6%
COC(=O)c1cc(NS(=O)(=O)c2ccc(N3CCCCC3)c([N+](=O)[O-])c2)cc(C(=O)OC)c1 | -3% | -4% | -9% | -9% | -3% | 16% | ?
CCOC(=O)c1[nH]c(C)c(C(=O)N2CCN(C(=O)OCC)CC2)c1CC | 2% | -11% | -31% | -12% | -3% | 8% | 8%
COc1ccc(/C=C/C(=O)Nc2cccc(C(C)=O)c2)cc1 | -2%[10 µM] | -2% | 17% | 5% | -4% | ? | 2%
CN(CC(CC(=O)Nc1nncs1)c1ccccc1)S(=O)(=O)c1ccc(Br)cc1 (stereo not drawn) | 4% | -1% | -19%[9.22 µM] | -13% | 7%[15.4 µM] | -2% | -2%
Cc1nn(C)c(C)c1NC(=O)c1ccc(Cl)cc1 | 2% | 3% | ? | -2% | -8% | ? | -2%
CC(OC(=O)c1ccc(F)cc1)C(=O)Nc1nc(-c2cccc([N+](=O)[O-])c2)cs1 (stereo not drawn) | 0%[10 µM] | 2% | -19% | -8% | 0% | -7% | 2%
O=C1N=C(N2CCc3ccccc3C2)S/C1=C\c1cccc(O)c1 | 22%[10 µM] | -7% | -4% | -1% | 3% | -23% | -16%
O=C(O)c1ccc(-c2ccc(-c3ccccc3)cc2)o1 | 12%[96.6 µM] | nt | nt | -4%[119 µM] | nt | nt | -18%[89.1 µM]
O=C(CSc1ncn[nH]1)Nc1ccccc1Sc1ccccc1 | 11% | -2% | 6% | -1% | 7% | -8% | -1%
O=C(CSCc1ccc(Cl)cc1)NN=C1CCCC1 | nt | 6% | 6% | -1% | 4% | 3% | 0%
CN(C)Cc1ccccc1-c1nc(N(C)Cc2ccco2)c2ccccc2n1 | -18% | nt | nt | 7% | nt | ? | nt
O=C(NCCc1csc(-c2ccccc2)n1)c1cccs1 | 13% | 1% | -19% | 3% | 2% | -8% | 6%
CCC(=O)Nc1cccc(NC(=O)CSc2nnnn2C)c1 | -12%[10 µM] | 7% | -1% | -2% | -4% | 4% | 3%
CCc1ccc(OCC(O)CN2CCC(CN3C(=O)c4cccc5cccc(c45)C3=O)CC2)cc1 (stereo not drawn) | -41%[10 µM] | 0% | ? | -5% | 9% | -2% | -1%
COc1ccc(CCNC(=O)N2CCOCC2)cc1 | -6%[1.9 µM] | -7% | 8% | 2% | -5% | -6% | 9%
COc1ccc(-n2c(NC(=O)c3ccco3)c(C#N)c3nc4ccccc4nc32)cc1 | -12% | 8% | 13% | 7% | 1% | ? | -3%
COC(=O)c1cc(NS(=O)(=O)c2ccc(N3CCC(C)CC3)c([N+](=O)[O-])c2)cc(C(=O)OC)c1 | 16%[10 µM] | 1% | 18% | -11% | -1% | -10% | -30%
CCOc1ccc(C(C)C)cc1S(=O)(=O)n1nc(C)cc1C | 14%[0.074 µM] | -10% | -9% | -6% | -8% | -4% | ?
CCc1ccc(NC(=O)CSc2nnc(CNC(=O)c3c(F)cccc3Cl)o2)cc1 | 14% | 10% | -1% | 4% | 8% | 8% | 4%
CC(C)(C)NS(=O)(=O)c1ccc(CCC(=O)Nc2cc(Cl)ccc2Oc2ccccc2)cc1 | 12% | -15% | -11% | -2% | ? | ? | 3%
N#C/C(=C\Nc1ccc2cn[nH]c2c1)c1nc(-c2ccccc2)cs1 | -53%[inhibitor] | 7% | 15% | -3% | -1% | 3%[9.22 µM] | nt
O=[N+]([O-])c1cc(-c2cnc3ccccc3n2)ccc1Oc1ccc(Cl)cc1 | -8%[10 µM] | -6% | -25% | -5% | -5% | ? | -3%
CCCCC1=NN2C(=N)CC(=O)N=C2S1 | -15% | -2% | -6% | -3% | -5% | 6% | -1%
COC(=O)c1cc(C)[nH]c2c(C)cc3nc4ccccc4c3c12 | -20%[10 µM] | -1% | 2%[9.22 µM] | 5% | 6% | nt | ?
COc1ccc(C(=O)/C(=C/c2cccs2)c2nc3ccccc3o2)cc1 | ? | -12% | 1% | 7% | -10% | ? | -5%
CCc1cc2cc(C)cc(C)c2nc1SCC(=O)Nc1cc(C)on1 | 5%[10 µM] | -6% | -10%[9.22 µM] | -12% | 4% | ? | 1%
O=c1oc2ccc(Cl)cc2nc1/C=C(\O)c1ccco1 | -7%[10 µM] | 7.1µM* | 9%[9.22 µM] | 1% | nt | nt | -2%
COc1cccc(C2Nc3c(F)cc(Br)cc3C3C=CCC32)c1OC (stereo not drawn) | nt | 4% | -3% | 2% | -6% | -4% | 8%
CCCS(=O)c1nc(C)cc(C)c1S(C)(=O)=O (stereo not drawn) | -33%[inhibitor] | 4% | -10% | nt | -7% | nt | -8%
O=C(/C=C/c1ccc2c(c1)OCO2)Nc1nncs1 | -20%[10 µM] | -2% | -9%[9.22 µM] | 0% | -6% | nt | 1%
O=C(NNC(=O)c1ccccc1Cl)c1cc2cc(OC(F)(F)F)ccc2[nH]1 | -2%[10 µM] | 7% | 13%[9.22 µM] | -4% | nt | nt | 8%
COc1ccc(OC)c(S(=O)(=O)N(C)CC(=O)N2CCN(c3ccccc3F)CC2)c1 | 14%[10 µM] | 0% | -15% | -21% | -5% | -11% | 6%
Cc1nc2c(C)cccn2c1/C(O)=C1\C(=O)C(=O)N(CCN(C)C)C1c1ccco1 (stereo not drawn) | 3%[10 µM] | 3% | -16%[9.22 µM] | -5% | -15% | nt | 5%
CCN(CC)S(=O)(=O)c1ccc(/C=C/C(=O)Nc2c(C)n(C)n(-c3ccccc3)c2=O)cc1 | 3% | 1% | 1% | -1% | -1% | nt | -1%
COC(=O)c1c(N2C(=O)CC(Sc3ccccc3C(=O)O)C2=O)sc2c1CCCC2 (stereo not drawn) | nt | -5% | 6% | 5% | 2% | nt | -17%
CCOC(=O)Cn1c(=O)oc2cc(S(=O)(=O)NCc3cccs3)ccc21 | -28% | nt | -8% | 7% | -10% | 6% | 2%
CCOc1cc(/C=N/O)cc(Br)c1OC | 8%[10 µM] | 2% | -24% | 0% | -2% | 9% | 8%
Cn1c(SCc2ccc(Cl)cc2Cl)nc(C(F)(F)F)cc1=O | -5% | 12% | 2% | -2% | 0% | 7% | 5%
COc1ccc(-n2cc(C(=O)c3ccc4ccccc4c3O)cn2)cc1 | -48%[inhibitor] | -6% | -14% | 4% | 2% | nt | 4%
CN1Cc2ccccc2N(CC(=O)NCc2ccccc2)C1=O | -36%[inhibitor] | 1% | -6% | -3% | 5% | nt | 6%
COc1ccc2c(c1)C(=NO)c1cc(OC)ccc1-2 | -19%[0.074 µM] | -6% | -26% | -15% | -14% | -7% | -11%
N#Cc1nc(-c2ccc(OCc3ccccc3)cc2)oc1NCc1ccco1 | -10%[0.074 µM] | -30% | -4% | 4% | -1% | 9% | -11%

Two entries from above, as labelled records.
Molecule: CN1Cc2ccccc2N(CC(=O)NCc2ccccc2)C1=O
- HTT cytoprotect = -36%[inhibitor]
- GAA glycogen mod = 1%
- HTT aggregate = -6%
- aGlu spleen mod = -3%
- GAA inhib = 5%
- LMNA splice mod = nt
- CBFb RUNX1 block = 6%

Molecule: CCc1cc2cc(C)cc(C)c2nc1SCC(=O)Nc1cc(C)on1
- HTT cytoprotect = 5%[10 µM]
- GAA glycogen mod = -6%
- HTT aggregate = -10%[9.22 µM]
- aGlu spleen mod = -12%
- GAA inhib = 4%
- LMNA splice mod = ?
- CBFb RUNX1 block = 1%

Bioassay records from PubChem.
